eIF4E-4G inh: blocks eIF4E binding to eIF4G. P63073+Q04637. TR-FRET eIF4E-eIF4GI(517-606) binding, 2 h. inhibition, % at 21.7 µM. 0.37% of 220,000 active;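 further: 0% = full FRET control wells and 100% = background wells lacking eIF4GI fragment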
hK5 inh: blocks human kallikrein 5 protease activity. 0.59% of 210,000 active. Q9Y337. recombinant hK5, fluorogenic AMC substrate cleavage. inhibition, % at 5 µM;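 active means inhibition of 40% or more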;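 further: 0% = enzyme controls without compound and 100% = no-enzyme blanks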
Target sequence (Q9Y337 67-293 limits assumed): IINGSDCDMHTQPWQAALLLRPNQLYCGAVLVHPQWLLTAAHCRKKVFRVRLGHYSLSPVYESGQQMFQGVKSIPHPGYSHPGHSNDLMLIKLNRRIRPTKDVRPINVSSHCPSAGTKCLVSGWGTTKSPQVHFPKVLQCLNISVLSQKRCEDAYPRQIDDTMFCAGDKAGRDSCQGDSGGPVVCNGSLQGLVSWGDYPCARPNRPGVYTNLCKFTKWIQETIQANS
Cl transport mod: modulators of human KCC2 chloride dependent transport | B-score of Tl+ flux slope (higher = more flux/activation; lower = inhibition) at 10 µM | 2.2% of 190,000 active | KCC2 cells, thallium flux FluoZin-2 fluorescence | Q9H2X9;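 active means thallium flux slope and its plate-corrected score both differing from the plate sample mean at a set confidence after two filtering rounds, in either direction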;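 further: slope of fluorescence scaled to starting intensity during 10 to 20 s after thallium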
Thrombin inh: thrombin (human) inhibition | alpha-thrombin, Boc-VPR-AMC fluorogenic substrate cleavage | 0.26% of 220,000 active | P00734 | AID 1046 | inhibition, % at 5 µM;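 active means inhibition at or above 40%; inactive means inhibition below 40%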;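 further: 0% = enzyme with no compound and 100% = wells without enzyme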
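Material: human alpha-thrombin protein; Also added: Boc-VPR-AMC substrate, 15 µM final; Timing: enzyme reaction carried out at room temperature; Signal: fluorescence, ex 355 nm, em 460 nm; Measure: % inhibition of thrombin; Controls: enzyme without compound as high, wells lacking enzyme as low.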
EBV gp42 inh: EBV gp42 inhibition. inhibition, % (tested at 21.74 µM). Fluorescence polarization binding assay, mP read-out. Q1HVG2. 0.42% of 220,000 active; in the data active means inhibition above about 50%
Furin inhibitor: human furin inhibition | inhibition, % at 30 µM | purified furin, fluorogenic substrate cleavage | AID 463115 | 0.061% of 220,000 active; in the data active means inhibition above about 25%; further: inactives centre near -15
Rad51 HR inh: blocks human Rad51 in homologous recombination | Q06609 | hRad51 DNA strand exchange, fluorescence dequenching | inhibition, % at 10 µM | 0.085% of 200,000 active | AID 1385;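 active means inhibition above 40% at the single screening dose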;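 further: 0% = DMSO control wells and 100% = blanks with heterologous ssDNA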
Target sequence (Q06609 whole entry, looked up): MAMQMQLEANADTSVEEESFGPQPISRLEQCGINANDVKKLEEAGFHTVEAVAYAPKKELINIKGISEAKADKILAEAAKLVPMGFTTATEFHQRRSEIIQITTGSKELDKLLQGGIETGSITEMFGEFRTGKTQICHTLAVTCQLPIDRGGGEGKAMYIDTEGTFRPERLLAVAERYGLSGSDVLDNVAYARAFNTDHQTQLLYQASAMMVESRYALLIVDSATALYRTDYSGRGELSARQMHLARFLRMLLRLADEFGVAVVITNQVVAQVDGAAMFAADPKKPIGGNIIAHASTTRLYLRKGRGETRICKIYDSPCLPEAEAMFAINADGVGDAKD
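Test system: preformed human Rad51 ssDNA filaments. Compound dosing: single dose, 10 µM final compound. Incubation: filaments 15 min 37 °C, then compound 30 min. Technique: FRET fluorescence dequenching, excitation 485 nm, emission 520 nm. Read-out basis: percent inhibition from fluorescence, normalised to plate control and blank means. Benchmarks: plate controls and plate blanks.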
14-3-3 Bad inh: disrupts binding of bovine 14-3-3 zeta to phospho-Bad peptide | 0.71% of 220,000 active | TR-FRET 14-3-3zeta/Dy647-pBad peptide displacement, 1 h | inhibition, % at 21.7 µM;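 active means inhibition above about 70%, limit read from the data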;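 further: 0% = full 14-3-3 plus peptide FRET controls and 100% = background without 14-3-3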
NCF1 inh: blocks human p47phox regulatory protein of NADPH oxidases | P14598 | p47phox/p22phox peptide binding, fluorescence polarization, 2 h | inhibition, % at 24.7 µM | 0.53% of 220,000 active;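 further: 0% = p47phox with labelled peptide and 100% = labelled peptide alone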
Target sequence (P14598 whole entry, looked up): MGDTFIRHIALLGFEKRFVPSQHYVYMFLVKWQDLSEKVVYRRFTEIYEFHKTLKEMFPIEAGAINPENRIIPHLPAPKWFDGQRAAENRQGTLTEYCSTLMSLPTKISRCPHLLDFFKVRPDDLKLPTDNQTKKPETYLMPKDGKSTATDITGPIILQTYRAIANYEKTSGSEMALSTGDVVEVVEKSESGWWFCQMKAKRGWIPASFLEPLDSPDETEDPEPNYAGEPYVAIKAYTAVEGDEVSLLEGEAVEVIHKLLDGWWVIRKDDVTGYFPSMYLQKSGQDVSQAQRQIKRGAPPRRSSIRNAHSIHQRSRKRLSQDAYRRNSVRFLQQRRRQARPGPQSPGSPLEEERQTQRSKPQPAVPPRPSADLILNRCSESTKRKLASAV
An asterisk follows results filed as active; · = not tested or not shown; [ ] = another dose, or the depositor's remark.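 How the source made its calls, unless noted: active means inhibition above about 30% (limit read from the data); inactive means the rest.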

Fields: eIF4E-4G inh, hK5 inh, Cl transport mod, Thrombin inh, EBV gp42 inh, Furin inhibitor, Rad51 HR inh, 14-3-3 Bad inh, NCF1 inh
- O=C(N/N=C/c1cc([N+](=O)[O-])ccc1N1CCNCC1)c1ccc([N+](=O)[O-])cc1
→ 2, 3, -1.1, 0, -17, -1[20 µM], -6, 6, 3
- Cc1ccc(CNC(=O)C2CCN(S(=O)(=O)c3c(C)noc3C)CC2)cc1
→ 3[fluorescence artefact?], -9, ·, -2, -6, -8[20 µM], 9, -10, -4
- Cc1ccc(-c2nnn(CC(=O)N(CCO)C(C(=O)NC(C)(C)C)c3ccncc3)n2)cc1 (stereo unspecified)
→ 2, -2, 0.58, -1, -10, 1, -4, 16, -8
- O=C(NC12CC3CC(CC(C3)C1)C2)c1ccc(-c2ccc(Br)cc2)o1
→ 0, -7, -0.55, -3, -15, -22, -6, -1, -12
- CC(=O)Nc1cccc(NC(=O)COc2nncc3ccccc23)c1
→ -38, -2, -0.044, -9, 20, -14, 10, 7, 7
- O=S(=O)(NCCN1CCOCC1)c1ccc(Cl)s1
→ -4, 18, 0.94, 5, -4, -23, 9, -2, -11
- COC(=O)c1ccc(C2NC(=S)N(c3ccccc3)C(C)=C2C(=O)Nc2ccccc2OC)cc1 (stereo unspecified)
→ -8, -52, -1.1, 1, 4, -12[20 µM], 1, -13, 2
- S=C(c1cn(CCOc2ccccc2)c2ccccc12)N1CCCC1
→ -4, 1, -2.1, -1, -32, -6[20 µM], -14, -2, -62
- O=C(CCC1CCCN(C(=O)C2CCCC2)C1)NCc1ccc(F)c(F)c1 (stereo unspecified)
→ -3, 0, -0.16, -13, 2, -16, 1, -4, 5
- N#CCSc1nnc2ccc3ccccc3n12
→ 2[fluorescence artefact?], -6, ·, -15, 7, 20[20 µM], 22, 2, -6
- Cc1c(NC(=O)CN2CCC(C(N)=O)CC2)cccc1[N+](=O)[O-]
→ 2, 0, 0.74, 2, -12, -39, 6, -8, 2
- O=C(Nc1nnc(C2=COCCO2)o1)c1ccc(Cl)cc1
→ 6, -9, 8.5*, -11, -4, -16, 3, 2, -12
- COCCNC(=O)c1onc(CSc2ccc(C)c(C)c2)c1C(=O)O
→ 6, -19, 0.69, -5, -29, -1[20 µM], -1, 19, -6
- COc1ccc(C(=O)Oc2ccc(=O)n(-c3ccccc3)n2)cc1
→ 6, 15, -0.029, 24, -21, -9[20 µM], 0, 72*, -9
- CCCCCCNc1c([N+](=O)[O-])c(=O)sc2ccccc12
→ -7, -24, -0.037, 0, -2, -24, 3, -8, -9
- Cc1nn(-c2ccccc2)c(Cl)c1C(=O)NCCCCNC(=O)c1c(C)nn(-c2ccccc2)c1Cl
→ -2[fluorescence artefact?], -1, -1.3, 3, -31, -18[20 µM], -2, 3, -11
- COCCn1c(N)c(C(=O)NCC2CCCO2)c2nc3ccccc3nc21 (stereo unspecified)
→ ·, -123, -1.4, -8, -3, -41, -1, ·, -9
- CCCOc1ccc(-c2cc(C(=O)NCC3CCCO3)c3ccccc3n2)cc1 (stereo unspecified)
→ 5, -19, 0.24, -1, -16, -4, -12, -1, -12
- N#CC(C#N)=c1ccc2c(c1)N1C3=C(CCCC3)CC3CCCCC31N=2 (stereo unspecified)
→ 3, 1, -1.9, 5, -5, -23, -29, -12[fluorescence artefact?], 8
- CCOc1ccc(N2C(=O)CC(NCCNc3ccc([N+](=O)[O-])cn3)C2=O)cc1 (stereo unspecified)
→ 0, -1, -0.65, -1, -8, -1, -39, -2, 0

Ordered by formula weight (ascending): part of the list above.
Fields: eIF4E-4G inh, hK5 inh, Cl transport mod, Thrombin inh, EBV gp42 inh, Furin inhibitor, Rad51 HR inh, 14-3-3 Bad inh, NCF1 inh
- CCCCCCNc1c([N+](=O)[O-])c(=O)sc2ccccc12
→ -7, -24, -0.037, 0, -2, -24, 3, -8, -9
- CC(=O)Nc1cccc(NC(=O)COc2nncc3ccccc23)c1
→ -38, -2, -0.044, -9, 20, -14, 10, 7, 7
- N#CC(C#N)=c1ccc2c(c1)N1C3=C(CCCC3)CC3CCCCC31N=2 (stereo unspecified)
→ 3, 1, -1.9, 5, -5, -23, -29, -12[fluorescence artefact?], 8
- S=C(c1cn(CCOc2ccccc2)c2ccccc12)N1CCCC1
→ -4, 1, -2.1, -1, -32, -6[20 µM], -14, -2, -62
- COCCNC(=O)c1onc(CSc2ccc(C)c(C)c2)c1C(=O)O
→ 6, -19, 0.69, -5, -29, -1[20 µM], -1, 19, -6
- O=C(CCC1CCCN(C(=O)C2CCCC2)C1)NCc1ccc(F)c(F)c1 (stereo unspecified)
→ -3, 0, -0.16, -13, 2, -16, 1, -4, 5
- Cc1ccc(CNC(=O)C2CCN(S(=O)(=O)c3c(C)noc3C)CC2)cc1
→ 3[fluorescence artefact?], -9, ·, -2, -6, -8[20 µM], 9, -10, -4
- O=C(N/N=C/c1cc([N+](=O)[O-])ccc1N1CCNCC1)c1ccc([N+](=O)[O-])cc1
→ 2, 3, -1.1, 0, -17, -1[20 µM], -6, 6, 3
- CCOc1ccc(N2C(=O)CC(NCCNc3ccc([N+](=O)[O-])cn3)C2=O)cc1 (stereo unspecified)
→ 0, -1, -0.65, -1, -8, -1, -39, -2, 0
- O=C(NC12CC3CC(CC(C3)C1)C2)c1ccc(-c2ccc(Br)cc2)o1
→ 0, -7, -0.55, -3, -15, -22, -6, -1, -12
- Cc1ccc(-c2nnn(CC(=O)N(CCO)C(C(=O)NC(C)(C)C)c3ccncc3)n2)cc1 (stereo unspecified)
→ 2, -2, 0.58, -1, -10, 1, -4, 16, -8
- Cc1nn(-c2ccccc2)c(Cl)c1C(=O)NCCCCNC(=O)c1c(C)nn(-c2ccccc2)c1Cl
→ -2[fluorescence artefact?], -1, -1.3, 3, -31, -18[20 µM], -2, 3, -11

The listing continues:
Fields: eIF4E-4G inh, hK5 inh, Cl transport mod, Thrombin inh, EBV gp42 inh, Furin inhibitor, Rad51 HR inh, 14-3-3 Bad inh, NCF1 inh
- CC(C)Sc1nc2ccccc2n1CC(=O)O
→ -4, -2, 0.27, -8, -2, -33, -2, -1, -2
- c1ccc(CNc2ncnc3c2cnn3-c2ccccc2)cc1
→ -2[fluorescence artefact?], -13, 1.4, 0, -20, -24, -3, 4[fluorescence artefact?], -7
- Cc1ccnc(NC(=O)CCC(=O)N(CC(=O)NC2CCCCC2)C2CCCC2)c1
→ -1, 0, -0.71, 0, -20, -22, -1, -1, -4
- C=C(C)COc1ccc2c(C)c(C)c(=O)oc2c1OCC(=C)C
→ 6, 5, 0.24, 1, -1, -19[20 µM], -1, -5, -15
- Nc1nc(CSc2nc3ccccc3s2)nc(N2CCCCC2)n1
→ 3[fluorescence artefact?], 4, 1.1, 2, -14, -24, -6, -4, -2
- CC(=O)N1CCN(Cc2nc3cc(NC(=O)NC4CCCCC4)ccc3n2C)CC1
→ 1, -20, 0.46, 2, 1, -32, 4, -8, 4
- O=C(NC1c2ccccc2-c2ccccc21)N1CCCCC1
→ 17, -23, 0.78, -3, 7, -10, -3, -8, -10
- S=c1nccc(-c2ccc(Cl)cc2)[nH]1
→ 2, -5, 19*, 2, -4, -13, 12, -4, -6
- COc1ccc(-c2cc3nc(C4CCN(C(=O)OC(C)(C)C)CC4)c(C(=O)O)cn3n2)cc1
→ 5, 4, -0.47, 0, -10, -21, 4, 48[fluorescence artefact?], 3
- CC1(C)C(CSc2nc3ccccc3[nH]2)C1(Cl)Cl (stereo unspecified)
→ 6, ·, -0.098, -4, 12, -11, ·, 9, -4
- COc1ccc(S(=O)(=O)N(CC(=O)NCCCN(C)C)c2ccc(C)cc2)cc1OC
→ 2, -1, ·, -7, 5, -8, 3, 5[fluorescence artefact?], -16
- CC(C)c1ccc2c(c1)C(=O)NC(C)(C)C2
→ 6, -28, ·, -7, -5, -19, 1, 4, -2
- OC1(C(F)(F)F)CC(c2ccc3ccccc3c2)=NO1 (stereo unspecified)
→ -1, -2, -2, -5, 7, -12, -10, 0, 0
- Cc1cc(NC(=O)CSc2cn(C)c3ccccc23)no1
→ -9, 2, 0.79, 0, -23, -20, 6, -1, -10
- C#CCOCCOCCOCCNc1nc(N2CCN(C(=O)[C@H]([C@@H](C)CC)n3cc([C@@H](N)CC(C)C)nn3)CC2)nc(N2CCN(C(=O)[C@H](Cc3cc4ccccc4[nH]3)n3cc([C@@H](N)Cc4ccc(O)cc4)nn3)CC2)n1
→ 0, -5, -0.1, -4, -4, -18, ·, 13, 53*
- Cc1cc(C)n2nc(S(=O)(=O)NC(C)(C)C)nc2n1
→ -2, -14, 0.05, 0, 2, -21, 29, -18, -6
- O=C(C(NS(=O)(=O)c1cccc2nsnc12)c1ccccc1)N1CCN(c2ccccc2)CC1 (stereo unspecified)
→ 0, -1, ·, -5, 8, -5, 3, -5, -14
- Cc1cc2cc(CN(Cc3cccs3)C(=S)NCC3CCCO3)c(=O)[nH]c2cc1C (stereo unspecified)
→ -5[fluorescence artefact?], -25, -0.52, -3, -32, -5, 6, -14[fluorescence artefact?], -16
- Cc1cc(=O)[nH]c(N/N=C/c2cc(C)n(-c3ccccc3)c2C)n1
→ -3, 3, -0.46, 3, -5, -12, 14, 0, 3
- CCC(=O)Oc1ccc(C(=O)Nc2ccc3c(c2)OCO3)cc1
→ -5, -2, 0.22, -4, -3, -25, 2, -7, -12
- Cc1c(Br)c(=O)oc2c(Br)c(O)ccc12
→ 1, -3, 1, -10, -2, -29, 1, 1, -4
- Cc1cccc(OCCC(=O)OCC(=O)N2CCc3ccccc32)c1
→ 0, -8, -1.5, 0, -9, -29, -4, -8, -11
- Cc1ccc(Oc2ncnc3sccc23)cc1
→ -15[fluorescence artefact?], -8, -1, -7, -2, -4, 8, -5, 6
- COc1ccc(NC(=S)Nc2ccc3nsnc3c2)cc1
→ -3[fluorescence artefact?], -12, -0.95, 0, 1, -19, -2, -10[fluorescence artefact?], -14
- Cc1cc([N+](=O)[O-])nn1CC(=O)N1CCOCC1
→ -1, -3, 0.39, -3, -6, -10, 1, -10, -2
- Cc1ccc(NC(=S)Nc2cccc(S(=O)(=O)Nc3c(C)n(C)n(-c4ccccc4)c3=O)c2)cc1
→ 3, 3, 0.2, -3, -19, -21, -14, -18, -3
- Cc1ccn(C(CC(=O)c2ccc(Br)cc2)C(=O)O)n1 (stereo unspecified)
→ 1, -2, ·, -1, 0, -12[20 µM], 2, 2, 2
- O=C(Cn1c(=O)oc2ccccc21)N1CCN(c2ccc(N3CCOCC3)nn2)CC1
→ 5, -14, ·, -4, -23, -12, 0, 5, -5
- Brc1ccccc1OCCOCCOc1cccc2cccnc12
→ -1, 0, -2.1, -7, -9, -17, 16, -3, -8

The order is random; about 4.7% have a hit in one of these screens.
